Gal4-VP16 FLuc – counter-screen for ROR gamma inhibitors: Gal4-VP16 reporter; Drosophila S2 Gal4-VP16 UAS-luciferase, luminescence, 20 h; Potency, µM (series often up to 53.6 µM), for the others: at the highest dose activity, negative = inhibition, most hits filed as inhibitors; 310,000 compounds, 3.5% hits; AID 2546;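 further: Gal4-VP16 expression switched on by copper sulfate through the metallothionein promoter; potency means the concentration at half of the fitted maximal effect; on the % scale 0 is the no-effect control and ±100 the full control effect; nearly all actives have a fitted effect of over 50% in size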
NPC1 prom act – activates the NPC1 promoter. Huh7 NPC1 promoter luciferase reporter, 24 h. Potency, µM (highest dose often 9.22 µM), without a hit: at the top dose activation, actives largely listed as activators. 320,000 compounds, 2.4% hits. AID 485313;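 further: potency means the concentration at half of the fitted maximal effect; % of control where 0% means no effect; nearly all actives have a fitted effect of over 60% in size; reporter is driven by a mutant NPC1 promoter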
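Luminescence from an NPC1 promoter-driven luciferase reporter in stably transfected Huh7 cells was measured after 24 h compound treatment at 37 °C, followed by 10 min ambient incubation with luciferase detection reagent.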
Menin-MLL TR inh – inhibitors of human menin-MLL interaction, mutant MLL peptide; O00255; Menin + Texas Red MLL mutant peptide, fluorescence polarization; Potency, µM (series often up to 61.6 µM), for inactives: at the highest dose FP activity change, negative = inhibition, usual class: inhibitors; 270,000 compounds, 0.23% hits; active means well fitted inhibition curve with a large enough effect in the polarisation, with a control signal flat, not every such curve was filed as active; inconclusive means small, poorly fitted or top-dose-only effect, or effect the other way, or a change in a side signal; inactive means no such curve, though single readings can be large or run the other way; the % refers to the polarisation; further: potency means the concentration at half of the fitted maximal effect; % of control where 0% means no effect; many of its hits are not listed in these tables
Target sequence (O00255 whole entry, looked up): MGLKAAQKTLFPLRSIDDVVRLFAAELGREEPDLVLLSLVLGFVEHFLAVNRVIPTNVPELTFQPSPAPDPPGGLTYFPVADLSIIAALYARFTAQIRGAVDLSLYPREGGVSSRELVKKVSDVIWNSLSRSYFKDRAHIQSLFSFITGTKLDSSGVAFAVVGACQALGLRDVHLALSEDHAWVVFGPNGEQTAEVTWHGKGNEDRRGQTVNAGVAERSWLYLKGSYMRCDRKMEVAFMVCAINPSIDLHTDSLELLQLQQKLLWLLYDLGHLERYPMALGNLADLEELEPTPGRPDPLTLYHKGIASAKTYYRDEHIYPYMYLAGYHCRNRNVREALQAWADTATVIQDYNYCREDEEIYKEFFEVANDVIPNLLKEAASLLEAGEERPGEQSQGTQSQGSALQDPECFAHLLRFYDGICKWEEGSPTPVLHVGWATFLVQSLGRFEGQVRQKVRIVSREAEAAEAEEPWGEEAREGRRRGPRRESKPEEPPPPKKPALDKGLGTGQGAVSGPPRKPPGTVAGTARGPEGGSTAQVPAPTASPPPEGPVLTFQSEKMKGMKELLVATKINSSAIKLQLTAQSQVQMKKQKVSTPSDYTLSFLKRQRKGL
Rab9 promoter act – activators of Rab9 promoter; AID 485297; Huh7 Rab9 promoter-luciferase reporter, luminescence, 24 h; 320,000 compounds, 2.8% hits; Potency, µM (doses to about 9.22 µM), without a hit: at the top dose activation, negative = inhibition, usual class: activators; further: potency means the concentration at half of the fitted maximal effect; % of control where 0% means no effect; nearly all actives have a fitted effect of over 60% in size
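Stable Rab9-luc Huh7, 1500 cells/well, 2 h settle; cmpd in DMSO, 24 h, 37 °C/5% CO2; luciferase reagent 10 min RT; luminescence.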
Mito fusion yeast – mitochondrial division inhibition or fusion activation; S. cerevisiae fusion-defective mutant growth rescue, CellTiterGlo 48 h; Potency, µM (series often up to 46.1 µM), inactives show top-dose growth rescue (activation), usual class: activators; 320,000 compounds, 0.23% hits; AID 485298;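 further: potency means the concentration at half of the fitted maximal effect; % of control where 0% means no effect; nearly all actives have a fitted effect of over 45% in size; temperature-sensitive fusion mutants such as fzo1-1 at 37 °C on non-fermentable ethanol glycerol medium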
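Luminescent cell viability in 1536-well qHTS format served as the measure of rescued growth in ts fusion-mutant S. cerevisiae cultured on non-fermentable YPEG for 48 hours at 37C.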
MBNL1-CUG inh – MBNL1-poly(CUG) RNA binding inhibition. Q9NR56. TR-FRET MBNL1-His/biotin-(CUG)12 binding, 665/545 ratio. Potency, µM (doses to about 57.5 µM), for inactives: at the top dose activity change, negative = inhibition, most hits filed as inhibitors. 280,000 compounds, 0.036% hits; active means well fitted inhibition curve with a large enough effect in the signal ratio, with a control signal flat, not every such curve was filed as active; inconclusive means small, poorly fitted or top-dose-only effect, or effect the other way, or a change in a side signal; inactive means no such curve, though single readings can be large or run the other way; the % refers to the signal ratio; further: potency means the concentration at half of the fitted maximal effect; on the % scale 0 is the no-effect control and ±100 the full control effect
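Compound titration spanned 92 nM–58 uM against the MBNL1-His/biotin-(CUG)12 complex. After 60 min at room temperature with 5 nM streptavidin-XL665 and 0.055 ng/ul terbium anti-His, ratiometric 665/545 nm emission (Ex 340 nm) normalized to controls.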
RORg inh – inhibitors of mouse ROR gamma transcriptional activity. Drosophila S2 Gal4-RORgamma UAS-luciferase reporter, 20 h. 310,000 compounds, 5.4% hits. Potency, µM (doses to about 53.6 µM), without a hit: top-dose activity change, negative = inhibition, hits mostly inhibitors; further: potency means the concentration at half of the fitted maximal effect; on the % scale 0 is the no-effect control and ±100 the full control effect; nearly all actives have a fitted effect of over 60% in size
Target sequence (P51450 whole entry, looked up, the tested form may be a part): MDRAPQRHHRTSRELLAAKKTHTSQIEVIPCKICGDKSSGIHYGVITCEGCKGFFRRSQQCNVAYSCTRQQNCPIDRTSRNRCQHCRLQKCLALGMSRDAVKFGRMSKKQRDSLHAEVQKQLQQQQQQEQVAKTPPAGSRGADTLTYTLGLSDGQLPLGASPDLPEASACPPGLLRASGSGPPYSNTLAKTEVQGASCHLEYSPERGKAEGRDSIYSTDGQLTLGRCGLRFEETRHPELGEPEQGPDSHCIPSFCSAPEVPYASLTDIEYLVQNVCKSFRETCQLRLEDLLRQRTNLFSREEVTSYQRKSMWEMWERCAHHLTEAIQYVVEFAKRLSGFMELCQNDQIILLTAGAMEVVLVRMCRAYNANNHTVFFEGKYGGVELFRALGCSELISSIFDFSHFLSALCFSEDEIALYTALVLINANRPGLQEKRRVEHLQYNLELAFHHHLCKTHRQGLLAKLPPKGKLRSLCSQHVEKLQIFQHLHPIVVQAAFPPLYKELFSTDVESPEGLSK
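ROR gamma transcriptional activity was tracked as Gal4-UAS luciferase output in stably transfected Drosophila Schneider cells, with compound added 1 hr before 700 uM copper sulfate induction and a 20 hr ambient-temperature incubation.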
KCNH2 3.1 inh – inhibitors of human KCNH2 3.1 potassium channel isoform | U2OS KCNH2 3.1, thallium flux FluxOr; active compounds read low | activity change, % (tested at about 1.8 µM) | 340,000 compounds, 0.95% hits;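 active means maximum activity change below -70%; inconclusive means maximum activity change from -70% to -50%; inactive means maximum activity change above -50%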;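 further: thallium influx rate constant from kinetic fluorescence after stimulation buffer; on the % scale 0 is the no-effect control and ±100 the full control effect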
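We transduce U2OS cells with the mutant 3.1 virus, culture them overnight, load FluxOr with Red40 quencher for 45 min, then add stimulation buffer and read kinetically for 2 min to derive a normalized rate constant.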
FLuc counter – counter-screen for miR-21 project: firefly luciferase inhibitors or activators; P08659; purified FLuc, Km substrates, luminescence inhibition; Potency, µM (highest dose often 57.5 µM), for inactives: at the top dose activity change, negative = inhibition, actives largely listed as inhibitors; 360,000 compounds, 6.9% hits; AID 588342;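 further: potency means the concentration at half of the fitted maximal effect; plate controls were vehicle for no effect and reference inhibitor for full effect; nearly all actives have a fitted effect of over 55% in size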
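Purified P. pyralis luciferase, 10 nM final, with Km-level 10 uM D-luciferin and 10 uM ATP in 50 mM Tris acetate pH 7.5, 10 mM Mg acetate, 0.01% Tween-20, 0.05% BSA; 6-point qHTS titration about 60 µM downward; luminescence read.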
ELG1 repair inh – ELG1-dependent DNA repair inhibition. HEK293T ELG1-luciferase reporter, luminescence, 16 h; DNA damage induced by 5-fluorouridine. Potency, µM (doses to about 46.1 µM), inactives show at the highest dose activity change, negative = inhibition, usual class: inhibitors. 330,000 compounds, 2.3% hits. AID 504467; further: potency means the concentration at half of the fitted maximal effect; on the % scale 0 is the no-effect control and ±100 the full control effect; nearly all actives have a fitted effect of over 55% in size
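Cells (2,000 per well) received 5-fluorouridine plus test compound or DMSO and were incubated 16 hr at 37 °C, 5% CO2. Luciferase activity was read by luminescence 30 min after ONE-Glo addition; signal suppression marked inhibition of damage-induced ELG1 function.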
PKM2 act – increases activity of human pyruvate kinase M2; purified PKM2, Kinase-Glo ATP luminescence, activation; response scale: 0% is enzyme alone, no compound; Potency, µM (top dose mostly 57.5 µM), for the others: top-dose activation, hits mostly activators; 260,000 compounds, 0.34% hits; further: potency means the concentration at half of the fitted maximal effect; on the % scale 0 is the no-effect control and ±100 the full control effect; nearly all actives have a fitted effect of over 55% in size
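Purified hPK-M2 (>95%) run at intermediate activity with 0.1 mM ADP and 0.5 mM PEP in 50 mM imidazole pH 7.2, KCl, MgCl2; 1 h room temperature. ATP formed read by Kinase-Glo luminescence; normalized to uninhibited and no-enzyme controls.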
* hit, by the source's call; ? = inconclusive; . = not tested or not shown; [ ] = another dose, or the depositor's remark. Unless noted, the call rests on the fitted dose curve; in most records, active means well fitted curve in the direction sought with a large enough effect; inconclusive means small, poorly fitted or top-dose-only effect, or another doubt; inactive means no such curve, though single readings can be large; an effect the other way counts as inactive or inconclusive. A portion of the library (hit frequency here may not be typical).

Value order – RORg inh	MBNL1-CUG inh	ELG1 repair inh	Rab9 promoter act	NPC1 prom act	Mito fusion yeast	FLuc counter	Gal4-VP16 FLuc	KCNH2 3.1 inh	PKM2 act	Menin-MLL TR inh
1	COc1cccc(N2CCN(S(=O)(=O)c3c(C)[nH]c(C)c3C(=O)N3CCCC3)CC2)c1
    -8%	-2%	9%	-1%	-2%	-9%	1%	-15%	21	.	7%
2	O=C(Nc1nncs1)c1ccc2c(c1)OCO2
    -13%	-1%	?	30%	23%	-3%	15µM*	9%	-26	-1%	8%
3	COc1cccc(CNC(=O)C2CCN(S(=O)(=O)c3ccc4c(c3)NC(=O)CO4)CC2)c1
    0%	-11%	-3%	0%	-4%	8%	4%	0%	1	.	-5%
4	Cc1cc(C)c(S(=O)(=O)Nc2cccc3nsnc23)c(C)c1
    5%	16%	-3%	2%	2%	?	9%	-5%	3	17%	-4%
5	CCOC(=O)c1cnc(SC)nc1Oc1cccc(NC(=O)c2ccc(Cl)cc2)c1
    -7%	6%	-18%	3%	-5%	-2%	1%	-4%	-1	-2%	-13%
6	COC(=O)COc1cc(Cl)c(C=O)cc1OC
    -5%	8%	9%	-5%	-6%	-1%	0%	-2%	-29	0%	11%
7	CSc1ccccc1OCc1cc(C(=O)N(C)CCc2c(C)n[nH]c2C)no1
    -3%	-9%	3%	20%	-12%	20%	-1%	0%	17	.	.
8	CCCn1c(SCC(=O)NNC(=O)c2ccc(OC)cc2)nnc1C(C)C
    -13%	-1%	12%	-4%	-4%	-2%	2%	-4%	10	2%	1%
9	Cc1ccc(-c2cc3nc(C)cc(NCc4ccco4)n3n2)cc1
    ?	7%	?	17%	2.8µM*	8%	2.4µM*	?	12	-28%	13%
10	COc1cc(C(=O)ON=C2C3CC4CC(C3)CC2C4)cc(OC)c1OC
    ?	-3%	23µM*	0%	-2%	-97%[inhibitor]	1%	?	6	.	?
11	N#C/C(=C\c1cn[nH]c1-c1ccc(Cl)cc1)C(=O)NCc1ccccc1
    0%	?	?	0%	-5%	?	5%	6%	3	2%	23%
12	CC(O)c1nc2ccccc2n1CCOc1ccccc1 (stereo unspecified)
    -18%	?	-2%	-2%	-4%	11%	5%	-23%	-22	-6%	-4%
13	Cc1ccc(C(=O)NNC(=O)c2csc(N3CCOCC3)n2)o1
    .	.	?	-1%	-1%	-4%	-7%	.	2	.	.
14	Cc1ccc(NC(=O)CNCC(c2ccccc2)N(C)C)cc1F (stereo unspecified)
    1%	-14%	0%	-3%	-3%	10%	0%	-7%	?	2%	.
15	CC1(C(=O)NNC(=O)c2ccc(=O)oc2)CC1Br (stereo unspecified)
    -31%	.	11%	8%	0%	-1%	-2%	22%	5	2%	.
16	O=C(OCCNc1nc(-c2ccccc2)nc2ccccc12)c1ccncc1
    -7%	-4%	-16%	-7%	-2%	5%	-26%	1%	1	-31%	?
17	COc1ccccc1C(=O)Nc1ccc2c(c1)n(C)c(=O)n2C
    .	3%	?	-3%	-5%	-4%	?	.	-5	3%	-13%
18	Cc1cc(C)n(-c2ccc(C(=O)Nc3ccccc3N3CCOCC3)cc2)n1
    4%	-8%	-18%	-10%	-1%	3%	-1%	-9%	18	-3%	2%
19	CC1CCN(CC(=O)Nc2sc3c(c2C#N)CCC3)CC1
    14%	-18%	18%	4%	10%	-3%	-8%	0%	-8	0%	-8%
20	CN1C2CCC1/C(=C\c1ccccc1)C(=O)/C2=C\c1ccccc1
    -22%	-16%	?	8%	-1%	-14%	0%	-7%	-6	5%	-7%
21	N#Cc1ccccc1CSc1ccccn1
    -3%	-3%	5%	-3%	0%	2%	-10%	-8%	10	7%	10%
22	Fc1ccc(N/N=C/c2ccncc2)c(F)c1
    ?	7%	?	?	?	5%	?	18%	-5	-6%	-4%
23	O=C(C1CCC(CNS(=O)(=O)c2cccs2)CC1)N1CCN(c2ccc(F)cc2)CC1 (stereo unspecified)
    ?	1%	9.2µM*	-5%	-11%	-5%	0%	-29%	-30	1%	-17%
24	COc1ccc(/C=C/C(=O)NC(=S)NNC(=O)c2cnccn2)cc1
    -13%	-14%	?	-24%	-15%	-5%	17µM*	6%	-26	1%	.
25	N#Cc1ccc(OCC(=O)OCC(=O)Nc2cc(C(F)(F)F)ccc2N2CCOCC2)cc1
    18%	7%	16%	-1%	-3%	-1%	0%	-6%	-4	-8%	17%
26	Cc1ccc(S(=O)(=O)NCCNC(=O)c2cc(OCC(F)(F)F)ccc2OCC(F)(F)F)cc1
    -5%	-4%	6%	-7%	-7%	-2%	9%	-20%	-3	13%	?
27	COc1cccc(NC(=S)N2CCN(C)CC2)c1
    -36%	3%	-1%	0%	1%	-1%	3%	-5%	-13	-5%	9%
28	O=C(CNC(=O)c1ccc(Cl)cc1)c1ccc(Br)cc1
    24%	-7%	17%	0%	0%	6%	-5%	20%	-14	.	11%
29	CC(=O)CSc1cc(-c2ccccc2)nc2ncnn12
    2.5µM*	-8%	23%	-2%	-1%	5%	1%	16µM*	-8	0%	.
30	CCOC(=O)CNS(=O)(=O)c1ccc2c3c(cccc13)C(=O)N2CC
    22%	?	?	-6%	-7%	0%	-2%	26%	14	?	-1%
31	CCCNc1c(NS(=O)(=O)c2ccc(C)cc2C)c(=O)oc2ccccc12
    0%	-5%	21%	0%	-5%	-1%	3%	-16%	-7	.	.
32	Cc1ccc(N2C(=O)N(CC(=O)Nc3ccc(C)cc3Cl)C(=O)C2C)cc1 (stereo unspecified)
    .	.	0%	-4%	1%	-10%	-5%	.	4	.	.
33	C/C(=N\NC(=O)c1ccn(C)n1)c1cccc(NC(=O)c2ccncc2)c1
    2%	-3%[11.5 µM]	?	-5%	0%	-8%	15µM*	-8%	-13	3%	8%
34	Cc1csc(NC(=O)c2ccc(N3CCCC3=O)cc2)n1
    2.5µM*	0%	?	0.32µM*	?	-16%	1.9µM*	?	-8	-33%	3%
35	Cc1occc1C(=O)NNC(=O)C1CCCC1
    9%	.	8%	0%	-2%	1%	-1%	5%	3	-1%	0%
36	COc1cc(OC)cc(C(=O)Nc2ccc(C(=O)NCC3CCCO3)cc2)c1 (stereo unspecified)
    ?	0%	-19%	12%	1%	3%	1%	1%	2	2%[11.5 µM]	0%
37	CCC(=O)c1ccc(OCC(=O)OCC(=O)N2CCCc3ccccc32)cc1
    .	.	13%	0%	-3%	0%	2%	.	4	.	.
38	CC1CCN(C(=O)N[C@@H](Cc2ccccc2)C(=O)O)CC1
    -14%	6%	12%	5%	1%	3%	-1%	-2%	1	-2%	1%
39	COc1ccc(C(CCN)c2ccc3c(c2)OCO3)cc1 (stereo unspecified)
    -6%	-4%	-2%	6%	0%	-8%	1%	-8%	-7	.	?
40	Cn1c(SCC(N)=O)nnc1-c1ccc(S(=O)(=O)N2CCCC2)cc1
    -9%	-2%	12%	2%	1%	-1%	-1%	-1%	1	.	.
41	Cc1cc(C)c(OCC(=O)Nc2nnc(C3CC3)s2)c(C)c1
    .	.	-2%	-3%	-2%	-10%	1%	.	-3	.	.
42	COC(=O)c1ccc(CO/N=C2\CCCc3nonc32)cc1
    30%	.	0%	?	15%	21%	?	-16%	-2	-6%	5%
43	CCC(C)(C)n1nnnc1C(C(C)C)N(CCCO)Cc1cc2cc(C)ccc2[nH]c1=O (stereo unspecified)
    -1%	11%	9%	13%	-4%	0%	-1%	-3%	-2	4%	-9%
44	CC(=O)NC1(NC(C)=O)CCN(C)CC1
    2%	11%	6%	-4%	-4%	0%	-1%	0%	7	4%	1%
45	OCCC1CN(Cc2ccc(F)cc2Cl)CCN1CCc1ccccc1 (stereo unspecified)
    -10%	1%	-15%	-1%	-3%	-1%	5%	-4%	-72*	0%	-10%
46	CCCCn1c(N)c(N(CC(C)C)C(=O)c2cnccn2)c(=O)[nH]c1=O
    .	.	-4%	0%	-2%	-6%	2%	.	-5	.	.
47	CCN(CC)S(=O)(=O)c1cccc(NC(=O)CN2C(=O)NC3(CCC(C)CC3)C2=O)c1 (stereo unspecified)
    .	.	?	-9%	-9%	1%	4%	.	4	.	.
